NTR1 ag = agonists of NTR1, primary screen, imaging, U2OS cells, beta-arrestin-GFP, high content (AID 493036); P30989; NTR1-U2OS beta-arrestin-GFP spot imaging, agonist mode; activation, % at 20 µM; 330,000 tested, 0.17% active;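 active = activation at or above 40% of the spot to cytoplasm intensity ratio, with at least 20 cells analyzed; inconclusive = wells under 20 cells, flagged as cytotoxic or low count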;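 also: 0% = DMSO without peptide and 100% = 100 nM NTR1 peptide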
Target sequence (P30989 whole entry, looked up): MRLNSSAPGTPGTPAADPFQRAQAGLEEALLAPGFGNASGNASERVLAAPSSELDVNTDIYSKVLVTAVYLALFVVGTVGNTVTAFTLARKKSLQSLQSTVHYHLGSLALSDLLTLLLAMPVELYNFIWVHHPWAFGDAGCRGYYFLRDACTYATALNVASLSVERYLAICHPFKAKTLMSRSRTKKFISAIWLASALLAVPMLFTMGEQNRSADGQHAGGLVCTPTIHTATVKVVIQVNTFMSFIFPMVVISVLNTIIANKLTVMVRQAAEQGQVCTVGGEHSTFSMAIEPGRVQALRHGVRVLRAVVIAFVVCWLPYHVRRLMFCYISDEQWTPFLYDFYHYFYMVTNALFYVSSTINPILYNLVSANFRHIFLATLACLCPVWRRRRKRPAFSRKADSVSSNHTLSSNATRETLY
Rac1 GTP hydrolysis = MgcRacGAP GTPase-activating activity inhibitors, confirmation, biochemical, ADP Hunter fluorescence. MgcRacGAP-stimulated Rac1 GTP hydrolysis, ADP Hunter fluorescence; higher % means a stronger effect; GST-tagged Rac1 F28L mutant substrate. one-dose inhibition, % at 30 µM; IC50 in µM for titrated hits. 340,000 tested, 0.6% active. AID 624330;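 active = first-screen hits whose inhibition reached a set limit at any dose in the follow-up dose series; inconclusive = inhibition above the set first-screen limit but never retested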;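 also: fluorescence reports GDP produced by GAP-driven GTP hydrolysis; strong numbers were not always called active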
T cell modulator = T cell immune modulation candidate | 2C CD8+ T cell-vesicle binding, flow cytometry; hits give low values | calls only at 7 µM | 330,000 tested, 0.068% active;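 active = response, share of CD8 T cells binding vesicles, and their 90th percentile fluorescence all below set limits, cut at about 80% in these data, passing the limit was not always enough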
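System: murine 2C transgenic CD8+ T lymphocytes; also added: QL9-loaded Drosophila micro-vesicles; times: binding 1.5 h at 37 °C; measured by: flow cytometry, PE anti-B7-1 (FL2) versus Alexa647 anti-CD8 (FL8), PFA-fixed; control set: Peptide-free naked vesicles (low) and QL9 vesicles with 0.7% DMSO vehicle (high)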
Myeloid diff 2 = myeloid differentiation induction. calls only at 10 µM. ER-HoxA9 myeloid progenitors, lysozyme-GFP differentiation, flow cytometry. 360,000 tested, 1% active;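 active = normalized GFP-positive differentiation at or above the plate's own cutoff, the solvent-only control mean plus 3 SD; inconclusive = no clear call, values can overlap the other calls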;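 also: cells exposed to compound for four days before flow analysis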
RSV antiviral HEp-2 = inhibition of RSV-induced cytopathic effect – HEp-2 cells, primary 10 µM value included (AID 2391); HEp-2 cells, RSV-induced CPE inhibition; higher % means a stronger effect; CPE inhibition, % at 10 µM; hits with a dose series show IC50 in µM; 310,000 tested, 0.13% active; in the data active = a potency from the dose series; inconclusive = CPE inhibition mostly from about 23% at the one dose, without a potency; inactive = the rest, 99 in 100 with CPE inhibition below about 21%; also: strong numbers were not always called active
Large T inhibition = SV40 large T antigen inhibitors, biochemical (AID 1903) | SV40 large T antigen ATPase/helicase inhibition assay; higher % means a stronger effect | inhibition, % at 20 µM, or IC50 in µM where a hit was titrated | 310,000 tested, 0.39% active; in the data active = a potency from the dose series; inconclusive = inhibition mostly from about 32% at the one dose, without a potency; inactive = the rest, 99 in 100 with inhibition below about 32%; also: strong numbers were not always called active
K1F lysis inhibition = inhibition of K1F phage lysis, E. coli UTI89, bacterial capsule biogenesis inhibitors, alamar blue (AID 488966); inhibition, % at 100 µM, or IC50 in µM where a hit was titrated; E. coli UTI89 K1F phage lysis, alamar blue, 2 h; higher % means a stronger effect; 340,000 tested, 0.02% active;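 active = phage lysis inhibition, versus mean bacterial control, above a set limit; inconclusive = no clear call, values can overlap the other calls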;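 also: capsule biogenesis inhibitors block K1F phage lysis so surviving cells raise fluorescence; higher fluorescence means more inhibition of phage lysis; actives were called in the ten point dose series up to 300 µM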
PhoP inhibition = inhibitors of PhoP regulon expression, primary screen, Salmonella Typhimurium, GFP reporter (AID 1863); S. Typhimurium PhoP-regulated promoter GFP reporter, 4 h; higher % means a stronger effect; 300,000 tested, 0.16% active; inhibition, % at 50 µM; hits with a dose series show IC50 in µM;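 active = inhibition over 29.93%, a cutoff 3 SD above the screen mean, later confirmed by dose response; inconclusive = inhibition over 29.93% but no dose response follow-up; inactive = inhibition at most 29.93% or unconfirmed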;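 also: 0% = low Mg2+ inducing control and 100% = high Mg2+ repressing control; strong numbers were not always called active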
TNAP activation fold = human TNAP enzyme activators, primary screen, biochemical, luminescent, no phosphate acceptor, uHTS (AID 1001); purified TNAP, luminescent activation assay, no phosphate acceptor; higher activation fold means a stronger effect; activation fold at 20 µM; hits with a dose series show EC50 in µM; 200,000 tested, 0.03% active; in the data active = activation fold from about 3, or a potency from the dose series; inactive = the rest, 99 in 100 with activation fold below about 1.6; also: many of its hits are not listed in these tables
T cell modulator vesicle-bound % = further read-out of T cell modulator, marked with its call; double positive events, %; measured here: CD8+ vesicle-bound cell fraction;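 binding gate set so that unloaded-vesicle control wells show 10% double positive cells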
NTR1 ag cell count 20 µM = second read-out of NTR1 ag, no call of its own (marks repeat the call); cell count; measured here: cell count, cytotoxicity flag
Myeloid diff 2 GFP+ MAC1+ % = second read-out of Myeloid diff 2, no call of its own (marks repeat the call); GFP+ MAC1+ double positive, %; measured here: differentiation confirmed by MAC1 staining
* = called active by the depositor; i = inactive; ? = inconclusive; · = no result given; + = active, no number; [ ] = dose if it differs, or a comment.

Values in the order – NTR1 ag	NTR1 ag cell count 20 µM	Rac1 GTP hydrolysis	T cell modulator	T cell modulator vesicle-bound %	Myeloid diff 2	Myeloid diff 2 GFP+ MAC1+ %	RSV antiviral HEp-2	Large T inhibition	K1F lysis inhibition	PhoP inhibition	TNAP activation fold
COC(=O)c1ccc(/C=N\N2CCN(c3ccccc3)CC2)cc1
    -1.0	56	12.8%	i	46.8	i	0.5	0.8%	0.2%	0.3%	9.9%	·
Cc1cccc(C)c1NS(=O)(=O)c1ccc(-c2ccc(=O)[nH]n2)o1
    1.1	60	7.9%	i	56.6	i	1.2	3.2%	10.8%	-6.8%	-4.2%	·
Clc1ccc(C2[C@H]3CN(Cc4ccc(-c5ccccc5)cc4)[C@H](c4ccccc4)C34CC2(c2ccccc2)C4)cn1 (some centres undefined)
    6.1	104	·	i	16.1	·	·	-0.3%	5.7%	·	-4.0%	·
COc1ccc(C(CNC(=O)c2ccc(C)o2)N2CCOCC2)cc1 (centres undefined)
    0.1	53	10.5%	i	21.8	i	0.9	1.2%	12.6%	1.4%[50 µM]	-5.9%	·
COc1ccc(S(=O)(=O)N2CCN(C(=O)c3cc(-c4ccc(C)cc4)n[nH]3)CC2)cc1
    4.8	46	-9.4%	i	13.3	i	1.9	2.4%	·	9.8%	·	·
CSCCC(C(=O)NC1=NCCS1)N1C(=O)c2ccccc2C1=O (centres undefined)
    13.4	63	1.5%	i	36.5	i	0.9	0.9%	19.1%	3.4%	-17.3%	1.1
O=C(N/N=C/C1CC=CCC1)c1cc2ccccc2cc1O (centres undefined)
    6.9	62	23.0%	i	35.8	i	0.3	5.4%	20.4%	0.7%[50 µM]	11.5%	1.3
Cc1cc(C)c(S(=O)(=O)N2CCCC(C(=O)NCc3ccncc3)C2)c(C)c1 (centres undefined)
    1.1	64	8.2%	i	8.4	i	0.3	1.3%	3.2%	-0.1%[50 µM]	2.7%	·
O=c1oc2c(O)cccc2cc1-c1nc2ccccc2[nH]1
    0.2	65	5.5%	i	17.4	i	2.3	0.1%	10.1%	-0.3%[50 µM]	-7.2%	·
O=C(CC1(O)C(=O)Nc2ccc(Br)cc21)c1ccc2c(c1)OCO2 (centres undefined)
    -1.4	94	2.6%	i	30.1	i	0.8	0.7%	15.9%	-0.2%	-3.4%	1.1
OC(c1ccccc1)(C1CCCCC1)C(CN1CCOCC1)c1ccccc1 (centres undefined)
    20.5	94	11.9%	i	35.0	i	1.0	?	4.0%	0.6%	-1.8%	·
O=C(NC1CCS(=O)(=O)C1)C12CC3CC(CC(C3)C1)C2 (centres undefined)
    0.0	51	-2.4%	i	6.9	i	12.8	-0.2%	10.1%	-0.4%	0.6%	1.1
O=C(Nc1cccnc1Cl)C1=NN(c2ccccc2)C(=O)CC1
    3.3	65	5.4%	i	15.3	i	4.9	-1.6%	-1.3%	0.2%	-2.2%	·
CC(OC(=O)Cc1c[nH]c2ccccc12)C(=O)NC1(C#N)CCCCC1 (centres undefined)
    0.0	62	4.9%	i	15.5	i	0.0	2.3%	8.2%	0.0%	-0.3%	·
O=C(Nc1ccc(CN2CCOCC2)cc1)c1cc(Cl)ccc1Cl
    0.0	60	7.8%	i	58.4	i	0.3	-0.7%	14.0%	-0.1%	-5.4%	·
COc1ccccc1NC(=O)NC1(C(=O)N2CCOCC2)CCCCC1
    0.4	44	4.3%	i	5.8	i	0.6	0.3%	-1.5%	0.1%	1.9%	·
Cc1cc(C)nc(NS(=O)(=O)c2ccc(NC(=O)C3COc4ccccc4O3)cc2)n1 (centres undefined)
    1.5	34	·	i	47.8	i	0.1	4.3%	6.5%	·	2.1%	1.1
C=CCC1Cc2c(cccc2[N+](=O)[O-])C(CC=C)N1 (centres undefined)
    -1.3	64	-1.7%	i	29.0	i	0.5	-1.4%	24.9%	0.3%	7.0%	1.1
COC(C(=O)N/N=C(\C)CC(=O)Nc1ccc(N(C)C)cc1)c1ccccc1 (centres undefined)
    -0.5	38	50.3µM*	i	41.2	i	0.3	1.7%	11.1µM*	-0.7%	-2.5%	1.1
Cc1ccc(C(=O)Nc2ccc(C(=O)O)cc2)cc1S(=O)(=O)Nc1cccc([N+](=O)[O-])c1
    -1.0	83	10.0%	i	63.6	i	0.2	1.2%	7.0%	-0.1%	12.7%	1.1
Cc1cccc(SCc2noc(C(=O)NCC3CCCO3)c2C(=O)O)c1 (centres undefined)
    -1.6	92	3.7%	·	·	i	1.4	2.5%	6.5%	0.5%	-5.6%	1.1
CCOCCn1c(SCCc2ccccc2)nc2c1c(=O)[nH]c(=O)n2C
    0.0	65	12.1%	i	22.9	i	3.2	2.6%	8.2%	-1.2%	11.9%	1.1
CCC(C)N=C1SCC(C)(/C=N/O)S1 (centres undefined)
    -0.7	91	5.8%	i	20.0	i	0.8	2.3%	-1.8%	0.6%	20.3%	1.1
Cc1c(C(=O)NN)[nH]c2ccc([N+](=O)[O-])cc12
    -0.3	48	·	i	28.4	i	0.4	8.4%	7.0%	·	-4.0%	·
CCC(=O)N1CCN=C1SCc1ccc(Cl)cc1
    -0.3	80	3.7%	i	33.8	i	1.0	1.5%	3.7%	1.7%	-8.4%	1.1
COc1ccc(CCNS(=O)(=O)c2c(C)nc3scc(C)n3c2=O)cc1OC
    0.2	50	2.3%	i	18.7	i	4.9	0.0%	0.1%	0.2%	7.7%	·
COc1ccc(C(=O)COC(=O)/C=C/c2ccccc2)cc1
    0.1	62	4.6%	i	60.1	i	0.4	15.5%	4.0%	0.3%	1.1%	·
O=C1OC(c2ccccc2)/C(=C(/O)c2ccccc2)C1=O (centres undefined)
    -0.7	42	13.7%	i	24.3	i	1.0	-0.9%	3.0%	-0.1%	15.1%	1.1
CC(=NCCCn1ccnc1)C1=C(O)c2ccccc2C1=O
    0.3	58	11.2%	i	30.4	i	5.8	-0.9%	0.6%	-0.1%	7.0%	0.9
COc1ccccc1NC(=O)C1CCCN(c2cnccn2)C1 (centres undefined)
    -0.9	54	10.1%	i	8.8	i	0.9	0.9%	7.2%	0.3%	-17.3%	·

Continued.
Values in the order – NTR1 ag	NTR1 ag cell count 20 µM	Rac1 GTP hydrolysis	T cell modulator	T cell modulator vesicle-bound %	Myeloid diff 2	Myeloid diff 2 GFP+ MAC1+ %	RSV antiviral HEp-2	Large T inhibition	K1F lysis inhibition	PhoP inhibition	TNAP activation fold
CCOc1ccccc1C(=O)NN1CCOCC1
    0.8	51	9.2%	i	1.5	i	0.4	0.5%	4.4%	0.7%[50 µM]	2.0%	·
Cc1ccccc1-c1noc(-c2ccccc2C(=O)O)n1
    1.1	67	-2.1%	i	22.7	i	0.7	1.6%	4.3%	0.3%	-7.9%	·
CC1(C)C(=O)OC(c2cc(Br)ccc2O)C(C)(C)C1=O (centres undefined)
    2.7	59	1.2%	i	47.2	i	0.8	5.3%	10.3%	6.8%	1.8%	1.3
COC(=O)c1ccc(NC(=O)CSc2nn3c(=O)c(C)nnc3s2)cc1
    1.0	59	4.6%	i	32.8	i	2.3	0.4%	8.4%	1.1%[50 µM]	6.8%	·
O=C(O)CC/C(=C\c1cc([N+](=O)[O-])ccc1Cl)c1nc2ccccc2s1
    ·	·	9.9%	i	36.5	i	0.4	6.0%	8.5%	-1.7%[50 µM]	-5.1%	1.1
O=C(Nc1ccc(O)c2c(=O)cc(-c3cccc(Cl)c3)oc12)c1ccc(F)cc1
    3.7	73	6.2%	i	28.6	i	3.3	-0.5%	7.4%	0.5%	0.4%	·
COc1ccccc1C(CNC(=O)CCNC(=O)c1ccccc1Cl)N1CCCC1 (centres undefined)
    0.1	60	5.6%	i	42.6	i	0.7	-1.6%	7.4%	1.3%[50 µM]	-1.9%	·
CC(C)(C)NC(=O)NC(=O)CN1CCCc2ccccc21
    -1.2	55	-0.6%	i	28.7	+	3.9*	-0.9%	6.4%	0.4%	-9.6%	1
Cc1cc(C(=O)NN=C(Cc2ccccc2)Cc2ccccc2)c(C)o1
    1.5	63	3.9%	i	44.7	i	0.9	-0.4%	17.1%	0.1%	-0.9%	1.1
Cc1cc(-c2ccc3ccccc3c2)n2ncnc2n1
    4.5	38	-7.1%	i	56.7	i	0.9	-2.6%	7.9%	0.2%	-4.1%	1.1
CCn1c(=O)c2cc(C(=O)N3CCOCC3)sc2c2ccccc21
    8.3	64	7.1%	i	14.8	i	0.6	3.3%	3.0%	-0.4%	-2.5%	1.2
O=C(CSc1nnc(SCc2ccc(Cl)cc2)s1)c1ccc2c(c1)OCO2
    3.7	61	7.5%	i	47.5	i	0.7	13.8%	1.4%	0.2%	1.7%	1.1
O=C(Cn1cnc2sc3c(c2c1=O)CCCC3)NCC(=O)Nc1c(F)cc(F)cc1Br
    3.6	60	8.8%	i	26.2	i	0.4	·	7.9%	-0.1%	4.1%	·
COc1ccccc1C(c1nnnn1C1CCCC1)N1CCN2CCCC2C1 (centres undefined)
    -0.4	61	-3.4%	i	6.9	i	1.3	-1.7%	-2.2%	4.4%	2.8%	1.1
Cc1ccc(NS(=O)(=O)c2cc(C(=O)N3CCOCC3)ccc2C)cc1C
    -0.9	65	7.5%	i	39.9	i	2.2	0.7%	10.8%	1.2%	5.5%	1.1
